# Screening data as filed in PubChem BioAssay.
# PglD inh: blocks C. jejuni PglD acetyltransferase activity; purified PglD enzyme, DTNB colorimetric CoA detection; inhibition, % at 12.5 µM; 0.098% of 360,000 active; AID 602405; in the data active = inhibition above about 16%, passing the limit was not always enough; inconclusive = no clear call, values can overlap the other calls; also: strong numbers were not always called active
# S100A4 MyoIIA: inhibitors of human S100A4 binding to myosin IIA peptide; P26447; S100A4/TAMRA-MyoIIA peptide fluorescence polarization; inhibition, % at 10.7 µM; 0.14% of 360,000 active;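 active = mean inhibition of at least 70% across replicates, with every replicate also reaching that level; inconclusive = mean inhibition reaches 70% but some replicates fall short; inactive = mean inhibition below 70%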
# Target sequence (P26447 whole entry, looked up): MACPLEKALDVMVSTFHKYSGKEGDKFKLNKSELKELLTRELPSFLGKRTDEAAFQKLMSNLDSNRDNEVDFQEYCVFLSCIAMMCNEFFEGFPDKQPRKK
#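 Test system – S100A4 monomer (human) · Compound – single-point compound testing · Schedule – 5 min incubation before reading · Probe or stimulus – TAMRA-labelled myosin IIA heavy-chain peptide probe, 5 nM · Benchmarks – neutral control DMSO, positive control TFP · Medium – Calcium-containing HEPES buffer, pH 7.2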
# E-sel inducer: induces E-selectin expression in human endothelial cells. HUVEC E-selectin immunofluorescence imaging; normalized: neutral wells 0, TNF-alpha wells 100. P16581. AID 686992. activation, % at 7.58 µM. 0.37% of 260,000 active;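 active = mean E-selectin-positive cell signal at least 10% of the positive control, reached in at least 60% of replicates, without over 20% cell loss; inconclusive = no rule given, readout overlaps actives, possibly toxicity-flagged; inactive = the rest, including those meeting only one limit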;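 also: in these data hits start at about 27%; measured in HUVEC primary endothelial cells; signal is the percent of cells scored E-selectin positive by PE staining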
# Target sequence (P16581 whole entry, looked up): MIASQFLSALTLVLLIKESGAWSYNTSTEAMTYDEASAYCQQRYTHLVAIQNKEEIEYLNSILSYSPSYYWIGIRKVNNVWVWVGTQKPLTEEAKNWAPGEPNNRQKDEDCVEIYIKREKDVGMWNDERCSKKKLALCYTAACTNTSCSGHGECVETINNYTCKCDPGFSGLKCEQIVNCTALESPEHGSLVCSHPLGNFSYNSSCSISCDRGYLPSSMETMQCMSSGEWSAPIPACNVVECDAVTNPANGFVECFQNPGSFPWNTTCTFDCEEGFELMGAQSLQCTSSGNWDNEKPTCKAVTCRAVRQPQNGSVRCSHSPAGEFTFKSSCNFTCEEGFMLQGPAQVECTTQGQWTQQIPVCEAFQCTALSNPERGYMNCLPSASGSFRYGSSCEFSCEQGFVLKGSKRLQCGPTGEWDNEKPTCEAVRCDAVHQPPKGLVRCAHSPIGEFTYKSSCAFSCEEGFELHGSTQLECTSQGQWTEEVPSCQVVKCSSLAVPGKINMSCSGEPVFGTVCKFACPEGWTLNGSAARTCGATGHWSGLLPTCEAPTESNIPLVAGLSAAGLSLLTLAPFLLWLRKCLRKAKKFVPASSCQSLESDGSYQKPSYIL
#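 Test system – human umbilical vein endothelial cells (HUVEC), E-selectin induction · Input – 3,000 HUVEC seeded per well · Buffer or medium – EGM-2, gelatin · Compound dosing – single-point compound dose · Detection – immunofluorescence imaging · Measure – percent E-selectin-positive cells · Controls – TNF-alpha high, DMSO low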
# DENV2 CPE rescue: inhibitors of DENV2 cytopathic effect; DENV2-infected cells, cytopathic effect rescue, plate reader; CPE inhibition, % at 9.99 µM; 1.7% of 350,000 active; in the data active = CPE inhibition above about 20%, passing the limit was not always enough; inconclusive = no clear call, values can overlap the other calls; tested in BHK-21 cells;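 also: 0% = median of neutral control wells and 100% = median of positive control wells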
# ERp5 block: inhibitors of human ERp5. Q15084. ERp5 insulin aggregation, absorbance 650 nm, 90 min. inhibition, % at 9.99 µM. 0.05% of 350,000 active. AID 651711;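 active = mean replicate inhibition above about 25%, with every replicate also reaching it, limit read from the data, passing the limit was not always enough; inconclusive = only one of those two criteria met; inactive = neither criterion met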
# Statin myotox sup: protects C2C12 myotubes from simvastatin toxicity; ATP luminescence, 48 h; scaled: DMSO 0, geranylgeraniol control 100; rescue of ATP level, % at 7.49 µM; 0.78% of 330,000 active; AID 602340;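 active = mean ATP rescue above about 67%, or every replicate alone reaching that limit, limit read from the data, passing the limit was not always enough; inconclusive = no clear call, values can overlap the other calls; inactive = mean under the limit and some replicate under it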;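 also: myotubes were challenged with 10 µM simvastatin during compound exposure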
# SIRT5 inh: sirtuin-5 (human) deacylase inhibition | Purified SirT5, succinyl-peptide AMC, trypsin-coupled fluorescence | Q9NXA8 | 1.1% of 330,000 active | inhibition, % at 15 µM; in the data active = inhibition above about 15%; inconclusive = no clear call, values can overlap the other calls
# Target sequence (Q9NXA8 whole entry, looked up): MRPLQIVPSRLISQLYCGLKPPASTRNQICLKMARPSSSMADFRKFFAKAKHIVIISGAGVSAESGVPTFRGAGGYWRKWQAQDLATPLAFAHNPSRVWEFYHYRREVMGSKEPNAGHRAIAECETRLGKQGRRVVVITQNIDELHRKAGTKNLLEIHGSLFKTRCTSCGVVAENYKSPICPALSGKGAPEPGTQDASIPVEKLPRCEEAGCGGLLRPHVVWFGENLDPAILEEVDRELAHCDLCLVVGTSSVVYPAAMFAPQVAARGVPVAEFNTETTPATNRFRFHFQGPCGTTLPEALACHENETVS
# An asterisk follows results filed as active; ? = inconclusive; nt = not tested or not shown; & = joins results of further samples. A portion of the library; rates above refer to the full screens.
SMILES,PglD inh,S100A4 MyoIIA,E-sel inducer,DENV2 CPE rescue,ERp5 block,Statin myotox sup,SIRT5 inh
CCN(CC)C(=O)[C@H]1CC(CC(=O)NCC23CC4CC(CC(C4)C2)C3)C(=O)N2CCc3c([nH]c4ccc(OC)cc34)[C@]12C (stereo not given in full),-2,-4,-0.2,-17,3,-12,-2
CC(c1ccccc1)N1CCN(C(=O)CCl)CC1 (stereo not given),-2,1,3.7,?,2,-11,0
Cc1ccc(-c2csc(N3CCC[C@@H]3C(=O)NCCn3c(C(F)(F)F)nc4ccccc43)n2)cc1,-1,-8,-0.1,-15,-3,17,6
CCCC(=O)Nc1ccc2c(c1)C(=O)N(C)[C@@H]1CC[C@@H](CC(=O)NCc3ccccc3)O[C@H]1CO2,-2,2,-0.1,8,1,-8,2
COc1ccc(CCNC(=O)C(=O)NCC2OCCN2S(=O)(=O)c2cc(F)ccc2F)cc1OC (stereo not given),-1,2,-0.3,-2,0,2,1
COc1cc(/C=N/Nc2ccc(Cl)c(C(=O)O)c2)ccc1OC(=O)c1ccccc1F,-2,-9,-0.1,-5,0,-4,nt
Cc1cccc(C)c1Nc1n[nH]c(=S)s1,4,-6,nt,8,3,16,-2
CC(=O)OCC1=C(C(=O)O)N2C(=O)C(NC(=O)c3ccc(COc4ccc(Cl)cc4)o3)C2SC1 (stereo not given),nt,25,nt,-2,6,nt,-3
COc1cccc(-c2ccc(C3[C@H]4CNC[C@@H]3N4CC3CCOCC3)cc2)c1 (stereo not given in full),nt,8&8,0.0&0.1,-2&-3,3&4,nt,0&0
C[C@H](CO)N1C[C@H](C)[C@@H](CN(C)S(=O)(=O)c2ccc(Cl)cc2)Oc2c(NC(=O)Nc3ccc4c(c3)OCO4)cccc2C1=O,1,4,-0.2,0,-2,24,9
CC(=O)Nc1ccc(S(=O)(=O)N(C)CC(=O)OCC(=O)N(CC(C)C)C2CCS(=O)(=O)C2)cc1 (stereo not given),-5,0,-0.1,-5,3,-1,8
CC(=O)N(C)C[C@@H]1Oc2cc(C#Cc3ccc(F)cc3)ccc2S(=O)(=O)N([C@H](C)CO)C[C@H]1C,-6,-21,0.1,?,-1,26,0
C[C@@H]1CCCCO[C@@H](CN(C)Cc2ccccc2)[C@@H](C)CN([C@H](C)CO)C(=O)c2cc(NS(=O)(=O)c3cn(C)cn3)ccc2O1,6,1,-0.2,8,3,nt,2
C=C(C)CCOC(=O)C(CC(=O)O)NCc1ccco1 (stereo not given),0,-1,nt,4,-1,1,3
COc1ccc2c(c1)C(=O)CC(O)(C(F)F)O2 (stereo not given),nt,0,0.4,2,-1,1,-13
CCOc1nc2c(c(-c3cccs3)c1C#N)Cc1ccccc1-2,-2,-8,0.0,-3,-2,nt,-4
O=C(CNC(=O)c1cc(S(=O)(=O)N2CCOCC2)ccc1N1CCCC1)Nc1ccc(F)c(F)c1,-3,2,-0.3,-7,-3,12,-5
COc1cccc(NC(=O)N2C[C@H](O)COC[C@@H]3O[C@H](CC(=O)NCCCN4CCOCC4)CC[C@H]32)c1,-1,2,-0.1,9,-3,-17,4
C[C@@H]1CCCCO[C@@H](CN(C)Cc2ccc(C(=O)Nc3ccccc3N)cc2)[C@@H](C)CN([C@H](C)CO)C(=O)c2cc(NC(=O)Nc3ccc(F)cc3)ccc2O1,nt,-17,0.1,-4,-1,nt,nt
COc1ccc2[nH]c(O)c(N=NC(=O)Cc3cccs3)c2c1,nt,8,4.2,-1,-2,nt,3
Cc1ccccc1-c1ccc2c(c1)O[C@H](CN(C)C(=O)Nc1ccc(F)cc1)[C@@H](C)CN([C@H](C)CO)S2(=O)=O,-5,-10,-0.3,9,nt,-17,nt
CC(=O)Nc1ccc(Sc2ccc([N+](=O)[O-])o2)cc1,5,0,nt,5,0,-120,-5
COc1ccc(NC(=O)Nc2ccc3c(c2)CC(=O)N([C@H](C)CO)C[C@H](C)[C@@H](CN(C)Cc2ccc(C(=O)Nc4ccccc4N)cc2)O3)cc1,nt,-3,nt,-1,7,nt,nt
COc1ccc(S(=O)(=O)N(C)C[C@H]2Oc3c(NC(=O)Nc4ccc(F)cc4)cccc3C(=O)N([C@H](C)CO)C[C@H]2C)cc1,nt,-6,0.2,-3,-1,27,8
CCCOc1ccc(CN(C)c2ncnc(N)n2)cc1,4,-5,nt,-3,-2,-2,-2
# Later entries.
SMILES,PglD inh,S100A4 MyoIIA,E-sel inducer,DENV2 CPE rescue,ERp5 block,Statin myotox sup,SIRT5 inh
Cn1c(SCC(=O)NC2CCCCC2)nnc1-c1ccccc1F,0,0,0.0,-5,1,1,-3
C[C@@H]1CCCCO[C@@H](CN(C)S(=O)(=O)c2cccs2)[C@@H](C)CN([C@@H](C)CO)C(=O)c2cc(NC(=O)Nc3ccc(C(F)(F)F)cc3)ccc2O1,-1,7,3.8,-4,-13,-59,2
O=C(C[C@H]1CC[C@@H](NC(=O)Nc2ccc(F)cc2)[C@H](CO)O1)NCCN1CCCC1,2,0,0.4,3,4,1,-3
C[C@@H]1CN([C@H](C)CO)C(=O)Cc2cc(NC(=O)Nc3ccccc3)ccc2O[C@H]1CN(C)C(=O)Nc1ccc(F)cc1,-2,-2,-0.1,7,2,-20,-13
Cc1ccc(C)c(NC(=O)CCc2ccc(C)o2)c1,4,-8,nt,-6,3,22,-1
COCCN(C(=O)CSc1nnc(-c2cccc(Cl)c2)n1N)c1c(N)n(CC(C)C)c(=O)[nH]c1=O,-2,1,0.9,15,5,0,-2
O=C(Nc1ccc(S(=O)(=O)N2CCCCC2)cc1)c1ccc(Cl)nc1,-1,-2,-0.8,1,3,9,0
Cc1ccc(C(=O)O)cc1NC(=S)NCCc1ccccc1,0,-5,0.0,-3,-18,-7,-5
O=C(NCC(O)COc1ccc([N+](=O)[O-])cc1)Nc1ccccc1 (stereo not given),7,-7,1.7,0,-2,2,-1
O=C(NCCc1ccccc1F)c1cccc2cccnc12,0,-3,nt,3,-1,8,-3
O=C(O)C[C@@H]1C=C[C@H](NC(=O)Nc2ccccc2)[C@@H](CO)O1,0,12,-0.2,4,1,0,1
CO[C@H]1CN(C)C(=O)c2ccc(NS(C)(=O)=O)cc2OC[C@H](C)N(Cc2nccs2)C[C@H]1C,-2,7,0.0,-3,1,5,9
Cc1ccc(S(=O)(=O)N[C@H]2C=C[C@@H](CC(=O)NCCc3ccncc3)O[C@@H]2CO)cc1,-1,-27,-0.1,-3,1,3,-7
CC(C)NC(=O)N1CCCCN2[C@@H](CO)[C@@H](c3ccc(C#Cc4ccccc4F)cc3)[C@@H]2C1,-7,7,-0.1,-24,2,-23,-1
N#Cc1ccc(-c2nc3ccc(Cl)cn3c2Cc2ccccc2C(F)(F)F)cc1,-1,11,0.0,?,0,-1,-2
Cc1cccc(NC(=O)CSCC(=O)N2CCCc3ccccc32)c1,-5,1,nt,-5,-13,-12,-7
Cc1ccc(S(=O)(=O)NCCNC(=O)c2ccc(C)nc2)cc1,1,0,0.2,-4,-3,2,-1
C/C(=C\C(=O)c1ccc(Cl)s1)N(C)C,nt,9,-0.1,6,-13,nt,1
CCC1(C)Cc2[nH]c(=O)c(C#N)cc2CO1 (stereo not given),0,3,nt,0,-3,0,-16
O=C(Nc1ccc(N2CCOCC2)cc1)C1CC(=O)N(c2ccc(F)cc2)C1 (stereo not given),-2,1,-2.3,-1,-2,3,2
CCN(CC)c1ccc(S(=O)(=O)N2CCOCC2)cc1NC(=O)CN1CCc2ccccc2C1,nt,-4,1.7,5,1,nt,-3
O=C(NC[C@H]1CC[C@H]2[C@H](CN2Cc2nccs2)O1)C1CCC1,nt,-3,nt,10,-3,nt,4
O=C(c1cccc(F)c1)N1CCN=C1SCc1cccnc1,-3,-4,nt,7,2,-8,nt
CN(Cc1ccccc1)C(CNS(=O)(=O)c1ccccc1)c1ccccc1 (stereo not given),1,-5,nt,0,2,-6,nt
COc1ccc(-c2nnc(SC)nc2-c2ccc(OC)c([N+](=O)[O-])c2)cc1[N+](=O)[O-],nt,-10,0.1,-4,2,nt,0
CC(C)(C)[C@H]1C=C(C(=O)Nc2ccccc2)O[C@@H](OCc2ccc(CO)cc2)C1,-1&-3,-6&0,0.0,6&-5,0&-4,0,-2&-2
O=C(C[C@@H]1CC[C@H]2[C@@H](COC[C@@H](O)CN2Cc2ccccc2)O1)NCCc1ccccc1,0,-7,0.0,3,-4,-1,-4

# Rewritten with each value named: entries from further up
O=C(C[C@H]1CC[C@@H](NC(=O)Nc2ccc(F)cc2)[C@H](CO)O1)NCCN1CCCC1
  PglD inh: 2	S100A4 MyoIIA: 0	E-sel inducer: 0.4	DENV2 CPE rescue: 3	ERp5 block: 4	Statin myotox sup: 1	SIRT5 inh: -3
Cc1ccc(S(=O)(=O)NCCNC(=O)c2ccc(C)nc2)cc1
  PglD inh: 1	S100A4 MyoIIA: 0	E-sel inducer: 0.2	DENV2 CPE rescue: -4	ERp5 block: -3	Statin myotox sup: 2	SIRT5 inh: -1

# By substructure: the entries above containing an aryl methoxy group.
SMILES,PglD inh,S100A4 MyoIIA,E-sel inducer,DENV2 CPE rescue,ERp5 block,Statin myotox sup,SIRT5 inh
CCN(CC)C(=O)[C@H]1CC(CC(=O)NCC23CC4CC(CC(C4)C2)C3)C(=O)N2CCc3c([nH]c4ccc(OC)cc34)[C@]12C (stereo not given in full),-2,-4,-0.2,-17,3,-12,-2
COc1ccc(CCNC(=O)C(=O)NCC2OCCN2S(=O)(=O)c2cc(F)ccc2F)cc1OC (stereo not given),-1,2,-0.3,-2,0,2,1
COc1cc(/C=N/Nc2ccc(Cl)c(C(=O)O)c2)ccc1OC(=O)c1ccccc1F,-2,-9,-0.1,-5,0,-4,nt
COc1cccc(-c2ccc(C3[C@H]4CNC[C@@H]3N4CC3CCOCC3)cc2)c1 (stereo not given in full),nt,8&8,0.0&0.1,-2&-3,3&4,nt,0&0
COc1ccc2c(c1)C(=O)CC(O)(C(F)F)O2 (stereo not given),nt,0,0.4,2,-1,1,-13
COc1cccc(NC(=O)N2C[C@H](O)COC[C@@H]3O[C@H](CC(=O)NCCCN4CCOCC4)CC[C@H]32)c1,-1,2,-0.1,9,-3,-17,4
COc1ccc2[nH]c(O)c(N=NC(=O)Cc3cccs3)c2c1,nt,8,4.2,-1,-2,nt,3
COc1ccc(NC(=O)Nc2ccc3c(c2)CC(=O)N([C@H](C)CO)C[C@H](C)[C@@H](CN(C)Cc2ccc(C(=O)Nc4ccccc4N)cc2)O3)cc1,nt,-3,nt,-1,7,nt,nt
COc1ccc(S(=O)(=O)N(C)C[C@H]2Oc3c(NC(=O)Nc4ccc(F)cc4)cccc3C(=O)N([C@H](C)CO)C[C@H]2C)cc1,nt,-6,0.2,-3,-1,27,8
COc1ccc(-c2nnc(SC)nc2-c2ccc(OC)c([N+](=O)[O-])c2)cc1[N+](=O)[O-],nt,-10,0.1,-4,2,nt,0
